MCF10A rerep: induces DNA re-replication in MCF 10a normal breast cells | MCF 10A DNA re-replication, Hoechst nuclear intensity, 48 h | Potency, µM (highest dose often 46.1 µM), without a hit: at the highest dose activity, positive = re-replication, most hits filed as activators | hit rate 2.9% among 350,000; note: potency is the fitted concentration of half-maximal effect; % of control where 0% means no effect; nearly all actives have a fitted effect of over 50% in size
TGFb inhibitor: TGF-b pathway inhibition. HepG2 CAGA-GFP TGF-b/SMAD3 reporter, GFP fluorescence, 18 h; TGF-beta stimulated, 500 pg/mL final. Potency, µM (doses to about 46.1 µM), inactives show at the top dose activity, negative = inhibition, actives largely listed as inhibitors. hit rate 1.2% among 410,000. AID 588855; note: potency is the fitted concentration of half-maximal effect; % is set by controls: 0 for no effect and ±100 for the full control effect; nearly all actives have a fitted effect of over 65% in size
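Smad-responsive CAGA-GFP expression was quantified in HEPG2 cells exposed to compounds and 500 pg/mL final TGF-beta for 18 h at 37 degrees C; unstimulated wells defined full inhibition.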
IL-1B inflam inh: inflammasome signaling inhibition, IL-1 beta readout. THP-1 LPS/ATP IL-1B secretion, AlphaLISA, 16 h; stronger effect = lower value. activity change, % at 57.5 µM. hit rate 4.7% among 360,000; in the data active = activity change below about -50%; inconclusive = mostly about -30% to -49%; note: % is set by controls: 0 for no effect and ±100 for the full control effect
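THP-1 cells pretreated 1 hr with compounds (up to 57.5 uM final), then stimulated with LPS (250 ng/mL final) plus ATP (1.25 mM final); secreted IL-1B measured by AlphaLISA after 16 hr, decreased signal indicating inhibition.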
Nrf2 inh: Nrf2 pathway inhibition; AID 504444; hit rate 2.1% among 360,000; Potency, µM (highest dose often 46 µM), for inactives: at the highest dose activity change, negative = inhibition, most hits filed as inhibitors; A549 ARE-Fluc reporter, luciferase luminescence, 18-24 h; note: potency is the fitted concentration of half-maximal effect; % is set by controls: 0 for no effect and ±100 for the full control effect; nearly all actives have a fitted effect of over 60% in size
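Cells were seeded and rested 2 h, then exposed to compounds for 18-24 h. CellTiter-Fluor was read first as a viability measure. BugLite was added 15 min before the final luminescent read of ARE-luciferase activity in A549 cells.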
ATXN2 expr inh: inhibitors of ATXN2 expression; HEK-293 ATXN2-luciferase reporter, luminescence, 24 h; Potency, µM (series often up to 57 µM), without a hit: top-dose activity change, negative = inhibition, most hits filed as inhibitors; hit rate 0.72% among 360,000; note: potency is the fitted concentration of half-maximal effect; % is set by controls: 0 for no effect and ±100 for the full control effect; nearly all actives have a fitted effect of over 55% in size
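ATXN2-luciferase reporter cells (luciferase flanked by upstream and downstream ATXN2 gene portions) were treated 24 h at 37 °C with compounds at up to 57 uM. SteadyGlo luminescence gave expression; GF-AFC fluorescence gave viability.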
Nrf2 ARE act: activators of Nrf2 (ARE) signaling; AID 624171; hit rate 0.31% among 410,000; AREc32 ARE-luciferase reporter (MCF7-derived line), luminescence, 24 h; Potency, µM (doses to about 46.1 µM), without a hit: at the highest dose activation, usual class: activators; note: potency is the fitted concentration of half-maximal effect; % of control where 0% means no effect; nearly all actives have a fitted effect of over 65% in size
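ARE activation measured as luciferase luminescence (Steady-Glo, 30 min RT) in AREc32_Fluc cells after 24 hr compound exposure at 37 deg C, 5% CO2; cells seeded overnight at 1000/well in OPTI-MEM, 5% FBS.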
ATXN viability: viability counter-screen for ATXN expression inhibitors. S2 cells (HEK-293 line with an ATXN2-luciferase reporter) viability, CellTiter-Fluor protease fluorescence, 24 h. Potency, µM (highest dose often 56.7 µM), hits mostly cytotoxic. hit rate 0.49% among 400,000. AID 651635; note: potency is the fitted concentration of half-maximal effect; nearly all actives have a fitted effect of over 40% in size
A549 tox: counter-screen for Nrf2 inhibitors: cytotoxicity in A549 cells; A549 ARE-Fluc cells, CellTiter-Fluor viability, 18-24 h; hit rate 0.16% among 390,000; Potency, µM (highest dose often 46 µM), for the others: top-dose activity change, negative = cytotoxicity, usual class: inhibitors; note: potency is the fitted concentration of half-maximal effect; % is set by controls: 0 for no effect and ±100 for the full control effect
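A549 ARE-Fluc cells in 5% FBS OPTI-MEM, 5000 cells/well, rested 2 h then exposed to compounds in concentration-response for 18-24 h at 37 °C. Viability by CellTiter-Fluor fluorescence (Ex 405/Em 525) after 30 min; luciferase luminescence (BugLite, 15 min, RT) read afterwards.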
HepG2 tox: counter-screen for TGF-b inhibitors: cytotoxicity in HepG2 cells; hit rate 0.76% among 410,000; Potency, µM (doses to about 46.1 µM), for the others: at the top dose activity change, negative = cytotoxicity, usual class: cytotoxic; AID 588856; HepG2 CAGA-GFP viability, ATP luminescence, 18 h; note: potency is the fitted concentration of half-maximal effect; some results filed as inactive show a strong effect at the top dose
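HepG2 CAGA-GFP cells (1000/well, DMEM with 1% FBS) received compound, then TGF-beta at 500 pg/mL final, and were incubated 18 hours at 37 degrees C. Viability was read by CellTiter-Glo luminescence. Media-only wells were set as complete cell-killing and DMSO as no toxicity.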
Starred values were filed as active, the others as inactive; i = inactive; u = inconclusive; x = no result given; & = joins results of further samples; [ ] = dose if it differs, or a comment. Unless noted, calls come from the whole dose curve; as a rule, active = well fitted curve in the direction sought with a large enough effect; inconclusive = small, poorly fitted or top-dose-only effect, or another doubt; inactive = no such curve, though single readings can be large; an effect the other way counts as inactive or inconclusive.

item | structure | IL-1B inflam inh | ATXN viability | Nrf2 inh | TGFb inhibitor | A549 tox
1 | C=C(C)CSc1nnc(CCNC(=O)OC(C)(C)C)o1 | -9 | i | x | 0% | 5%
2 | CCCCOc1ccc(C2C(C(=O)c3ccc(C)o3)=C(O)C(=O)N2CC2CCCO2)cc1 (stereo not given) | -2 | i | -11% | 4% | -6%
3 | COCCN1C=C2C(=O)C(C)(OC(=O)C3CCCC3)C(=O)C=C2C=C1c1ccsc1 (stereo not given) | 25 | i | -9% | -4% | 1%
4 | Cc1cccc(C=CC(=O)c2ccccc2)c1 | -28 | i | u | u | 8%
5 | COc1ccccc1OCc1nn[nH]n1 | 13 | i | 3% | 17% | -1%
6 | O=C(Nc1cc2c(cc1Br)OCCCO2)c1ccccc1 | -3 | i | u | 8% | -6%
7 | Nn1c(=O)[nH]c2ccccc2c1=O | -8 | i | -4% | 12% | 0%
8 | Cc1ccc(-n2nnnc2SCC(=O)NC2CC2)cc1C | 6 | i | -11% | 4% | 0%
9 | Cc1ccc2nc(SCC(=O)NCc3ccco3)[nH]c2c1 | 0 | i | x | -19% | 0%
10 | CSc1nsc(SCC(=O)Nc2ccc(NC(C)=O)cc2)n1 | 34 | i | 7% | -21% | -2%
11 | CS(=O)(=O)N(CC(=O)NCc1ccc(Cl)cc1)C1CCCCC1 | -15 | i | 1% | -2% | 8%
12 | O=C(CSc1ncc2c(n1)-c1ccccc1N(Cc1ccc(Cl)cc1)S2(=O)=O)c1ccc(Cl)cc1 | x | i | -7% | -24% | 0%
13 | COc1ccc(/C=C/C(=O)N(C)c2ccccc2C(=O)O)cc1 | -1 | x | u | 1% | -6%
14 | COCCNC(=O)C1(C)CCCN(Cc2cccc(F)c2)C1 (stereo not given) | -13 | i | x | -7% | x
15 | COc1ccc(NC(=O)C(C)n2nc(-c3ccc(C)c(C)c3)ccc2=O)cc1OC (stereo not given) | x | u | -13% | u | -8%

item | ATXN2 expr inh | HepG2 tox | Nrf2 ARE act | MCF10A rerep
1 | -5% | -52% | 0.0% | -9%
2 | 7% | 3% | 0.1% | -2%
3 | 4% | 35% | -0.3% | 1%
4 | 30% | -29% | u | u
5 | -13% | 4% | -0.1% | u
6 | 43%[activator] | 12% | u | -26%
7 | 2% | 2% | 0.2% | 5%
8 | 7% | 2% | -0.1% | -53%[inhibitor]
9 | 6% | 15% | 3.7% | 1%
10 | 52%[activator] | -13% | 14% | -14%
11 | -3% | 1% | -0.4% | -15%
12 | -2% | -46% | -0.7% | x
13 | -7% | -1% | 0.3% | -6%
14 | 1% | -71% | 0.0% | x
15 | -17% | -30% | 7.6% | x

Nine structures already listed, ordered by SMILES length, largest number first:
item | structure | IL-1B inflam inh | ATXN viability | Nrf2 inh | TGFb inhibitor | A549 tox
11 | CS(=O)(=O)N(CC(=O)NCc1ccc(Cl)cc1)C1CCCCC1 | -15 | i | 1% | -2% | 8%
13 | COc1ccc(/C=C/C(=O)N(C)c2ccccc2C(=O)O)cc1 | -1 | x | u | 1% | -6%
10 | CSc1nsc(SCC(=O)Nc2ccc(NC(C)=O)cc2)n1 | 34 | i | 7% | -21% | -2%
14 | COCCNC(=O)C1(C)CCCN(Cc2cccc(F)c2)C1 (stereo not given) | -13 | i | x | -7% | x
1 | C=C(C)CSc1nnc(CCNC(=O)OC(C)(C)C)o1 | -9 | i | x | 0% | 5%
6 | O=C(Nc1cc2c(cc1Br)OCCCO2)c1ccccc1 | -3 | i | u | 8% | -6%
4 | Cc1cccc(C=CC(=O)c2ccccc2)c1 | -28 | i | u | u | 8%
7 | Nn1c(=O)[nH]c2ccccc2c1=O | -8 | i | -4% | 12% | 0%
5 | COc1ccccc1OCc1nn[nH]n1 | 13 | i | 3% | 17% | -1%

item | ATXN2 expr inh | HepG2 tox | Nrf2 ARE act | MCF10A rerep
11 | -3% | 1% | -0.4% | -15%
13 | -7% | -1% | 0.3% | -6%
10 | 52%[activator] | -13% | 14% | -14%
14 | 1% | -71% | 0.0% | x
1 | -5% | -52% | 0.0% | -9%
6 | 43%[activator] | 12% | u | -26%
4 | 30% | -29% | u | u
7 | 2% | 2% | 0.2% | 5%
5 | -13% | 4% | -0.1% | u

More structures:
item | structure | IL-1B inflam inh | ATXN viability | Nrf2 inh | TGFb inhibitor | A549 tox
16 | CCCS(=O)(=O)Nc1cccc(-c2nc3cccnc3s2)c1 | -10 | i | -12% | -2% | -1%
17 | CCN(CCCNC(=O)Cn1ncc2c([nH]c3ccccc32)c1=O)Cc1ccccc1 | -26 | i | 2% | -13% | 7%
18 | CC(C)(C)OC(=O)NC1CCN(S(=O)(=O)c2ccc3c(c2)OCCO3)CC1 | 24 | i | u | u | 6%
19 | COc1ccc([N+](=O)[O-])cc1NCc1ccccc1C | -16 | i | u | 16% | -1%
20 | O=C(C1=C[C@H](C2CC2)C[C@H](OCc2ccc(CO)cc2)O1)N1CCN(Cc2ccc3c(c2)OCO3)CC1 | 0 | i | -20% | -28% | 4%
21 | Cc1ccc(NC(=O)Nc2ccccc2CC[N+](=O)[O-])cc1 | 17 | i | 2% | 18% | 3%
22 | CN(C(=O)c1cnc(N2CCOCC2)c2ccccc12)c1ccccc1F | x | x | x | 23% | 4%
23 | CC(C)(C)c1cc(-c2ccccc2)n[nH]1 | -14 | i | 25% | -1% | 0%
24 | Cc1nn(-c2ccccc2)c2c1C(c1ccc([N+](=O)[O-])cc1)C(C#N)=C(N)O2 (stereo not given) | -12 | i | -11% | -31% | -8%
25 | COc1ccc(NC(=O)CN(C)C(=O)c2ccc(C)s2)cc1 | 15 | i | -10% | -28% | -8%
26 | O=C(NCCCc1ccccc1)C1CCC(=O)N(Cc2ccc(Cl)cc2)C1 (stereo not given) | -3 | i | 14% | u | -1%
27 | CC(=O)c1cccc(-n2c(=O)c3c4c(sc3n(Cc3cccc(C)c3)c2=O)CN(C(C)=O)CC4)c1 | x | i | 5% | 1% | 4%
28 | CNc1ccc(-c2cccc(C(=O)N3CCOCC3)c2)cn1 | 0 | i | x | 19% | x
29 | CC(C)(C)CC(C)(C)N=C1Nc2ccccc2NC12C[C@H]1CCC(=O)N3CC[C@@H](C2)[C@@H]13 (stereo not given in full) | 23 | u | 2% | u | -11%
30 | COc1ccc(S(=O)(=O)N(C)CC(=O)Nc2cccc(C(C)=O)c2)cc1Cl | 6 | i | x | -12% | 10%

item | ATXN2 expr inh | HepG2 tox | Nrf2 ARE act | MCF10A rerep
16 | 18% | -11% | 11% | 4%
17 | x | -1% | -1.0% | 22%
18 | -10% | -26% | 1.2% | 1%
19 | -26% | -37% | 5.5% | 5.8µM*
20 | -27% | -4% | 7.0% | 23%
21 | -15%[11.3 µM] | 10% | 6.1% | 1%
22 | x | 0% | 3.4% | x
23 | 16% | -20% | -0.6% | -2%
24 | x | -10% | 7.5% | -3%
25 | -6% | -8% | 0.2% | -1%
26 | 5% | -2% | 3.8% | 8%
27 | -11% | -1% | 0.7% | x
28 | 11% | 8% | -0.1%[9.22 µM] | x
29 | -2% | -46%&-33% | 6.0% | -27%
30 | -9% | -1% | 0.2% | -22%

item | structure | IL-1B inflam inh | ATXN viability | Nrf2 inh | TGFb inhibitor | A549 tox
31 | O=C(Cn1ncc2c(Cl)cccc21)NCc1cccc(F)c1 | x | x | 5% | x | -3%
32 | COc1cc(C(=O)OCC(=O)N(C)c2ccccc2)cc(OC)c1OC | 23 | i | 0% | 3% | -10%
33 | O=C(NN=C1CCCC1)c1cc(Br)ccc1O | 6 | i | -18% | 25% | -1%
34 | CCOCCOC(=O)C(C)Oc1ccc(Oc2ncc(Cl)cc2Cl)cc1 (stereo not given) | 20 | i | 4% | 13% | 5%
35 | COc1ccc(CCN(C)C(=O)C23CC4CC(CC(Cl)(C4)C2)C3)cc1OC | i | i | -1% | 2% | 1%
36 | Cc1ccc(F)c(NC(=O)CCOc2ccccc2C)c1 | -20 | i | 2% | -4% | 4%
37 | CC(=O)OC1CCC2C3CCc4cc(OP(=O)(N5CC5)N5CC5)ccc4C3CCC12C (stereo not given) | -2 | i | x | 4% | x
38 | CCOC(=O)c1c(C)oc2nc(C)nc(NCCc3ccc(OCC)cc3)c12 | x | i | 23µM* | u | -3%
39 | CCc1ccccc1-n1nnnc1SCC(=O)Nc1ccc(N2CCN(C)CC2)cc1 | 5 | i | 2% | -6% | -2%
40 | CC(=O)Nc1ccc(NC(=S)NC(=O)c2oc3ccccc3c2C)cc1 | 0 | i | 15% | -7% | 2%
41 | O=C(CSc1nnc(-c2ccc3c(c2)OCCO3)o1)N1CCCC1 | 27 | i | x | 0% | 4%
42 | CCCC(=O)Nc1sc2c(c1C#N)CCCCC2 | 0 | i | u | 4% | 0%
43 | Fc1ccc(CNC(=S)Nc2ccc(OC(F)F)cc2)cc1 | -3 | i | u | u | -13%
44 | COc1ccc(C(=O)NCCc2nc3cc([N+](=O)[O-])ccc3n2C)cc1 | 0 | i | 1% | -5% | 1%
45 | Cc1cccc(C)c1NC(=O)CN1CCN(c2ccc(C(F)(F)F)cn2)CC1 | 6 | u | x | u | x

item | ATXN2 expr inh | HepG2 tox | Nrf2 ARE act | MCF10A rerep
31 | x | -15% | -0.8% | x
32 | -1% | 3% | -0.6% | -3%
33 | 1% | 14% | 4.9% | 4%
34 | 6% | -7% | -0.7% | u
35 | -4% | 0% | 3.5% | 4%
36 | x | -1% | 3.2% | 4%
37 | x | -15% | 2.6% | x
38 | -6% | -22% | 0.5% | x
39 | x | -23% | 3.7% | 14%
40 | -5% | 1% | 0.0% | 25%
41 | -37% | -2% | -2.6% | 12%
42 | 44%[activator] | -30% | 3.0% | 10%
43 | x | -14% | 2.8% | 17%
44 | x | -6% | 0.6% | 5%
45 | -19% | -23% | 4.4% | x

Compound activity: PubChem, National Center for Advancing Translational Sciences (NCATS)

Outcome played no part in choosing rows; about 8.8% have a hit in one of these screens.
